NadD block: inhibitors of S. aureus NadD, primary screen, biochemical, colorimetric, uHTS | Nicotinate-nucleotide adenylyltransferase NadD (Staphylococcus aureus N315) | purified NadD enzyme, colorimetric absorbance read-out | inhibition, % at 20 µM | actives 0.78% (n = 360,000); in the data active = inhibition above about 26%; also: some compounds past the cut are filed as inactive
DNMT1 inh: human DNMT1 methyltransferase inhibitors, primary screen, biochemical, molecular beacon, fluorescence, HinP1I cleavage, uHTS. DNA (cytosine-5)-methyltransferase 1 (Homo sapiens), P26358. actives 0.83% (n = 360,000). inhibition (reported as % activation of signal), % at 10 µM; in the data active = inhibition above about 50%
Target sequence (P26358 504-1616 limits assumed): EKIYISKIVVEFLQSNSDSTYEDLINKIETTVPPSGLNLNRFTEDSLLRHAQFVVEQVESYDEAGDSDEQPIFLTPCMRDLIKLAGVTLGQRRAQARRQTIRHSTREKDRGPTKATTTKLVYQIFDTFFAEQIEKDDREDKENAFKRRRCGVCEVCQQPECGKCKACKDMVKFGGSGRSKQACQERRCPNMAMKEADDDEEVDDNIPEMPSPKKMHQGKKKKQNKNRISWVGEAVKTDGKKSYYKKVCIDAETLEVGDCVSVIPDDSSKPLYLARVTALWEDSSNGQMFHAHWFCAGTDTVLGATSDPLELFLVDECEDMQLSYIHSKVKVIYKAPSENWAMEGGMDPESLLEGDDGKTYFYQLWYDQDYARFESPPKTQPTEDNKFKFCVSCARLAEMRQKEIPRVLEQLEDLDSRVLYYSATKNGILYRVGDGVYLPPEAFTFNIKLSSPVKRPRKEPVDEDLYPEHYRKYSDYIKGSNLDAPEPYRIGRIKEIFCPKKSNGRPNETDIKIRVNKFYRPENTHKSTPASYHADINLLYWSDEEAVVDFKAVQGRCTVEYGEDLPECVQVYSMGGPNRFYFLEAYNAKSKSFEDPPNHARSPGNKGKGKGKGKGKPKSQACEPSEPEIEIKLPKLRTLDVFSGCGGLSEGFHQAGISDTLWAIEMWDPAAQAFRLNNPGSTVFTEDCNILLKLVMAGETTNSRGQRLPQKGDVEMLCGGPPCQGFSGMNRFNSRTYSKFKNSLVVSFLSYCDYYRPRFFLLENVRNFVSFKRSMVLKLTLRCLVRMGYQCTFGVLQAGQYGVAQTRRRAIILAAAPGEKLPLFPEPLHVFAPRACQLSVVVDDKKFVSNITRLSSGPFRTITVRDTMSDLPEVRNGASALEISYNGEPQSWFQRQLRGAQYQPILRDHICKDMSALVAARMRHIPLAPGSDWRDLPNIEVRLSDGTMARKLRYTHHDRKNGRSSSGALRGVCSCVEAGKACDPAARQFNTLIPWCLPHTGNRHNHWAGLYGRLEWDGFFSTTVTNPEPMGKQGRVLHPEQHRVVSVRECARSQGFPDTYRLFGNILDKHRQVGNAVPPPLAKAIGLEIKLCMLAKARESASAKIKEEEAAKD
Scp-1 inhibitor: Scp-1 phosphatase inhibitors, primary screen, biochemical, colorimetric, uHTS; inhibition, % at 20 µM; actives 0.88% (n = 340,000); Recombinant Scp1, phosphopeptide, malachite green phosphate absorbance;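 active = inhibition above about 50% at 20 µM, limit read from the data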;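 also: plate controls were DMSO wells with enzyme for no effect and wells lacking enzyme for full effect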
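Material: truncated SCP-1 phosphatase (76-261aa) / Buffer or medium: 50 mM Tris acetate pH 5.5, 0.005% Tween-20, 10 mM MgCl2 / Compound dosing: one concentration, 20 µM, with 1.0% DMSO / Incubation: 45 min room-temperature reaction, 5 min colour, 30 min stabiliser / Detection: colorimetric free-phosphate detection, absorbance 630 nm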
Tb MetRS inh: T. brucei MetRS inhibitors, primary screen, biochemical, luminescence; methionyl-tRNA synthetase (Trypanosoma brucei brucei); purified T. brucei MetRS, ATP depletion, Kinase-Glo luminescence; inhibition, % at 11.9 µM; actives 0.4% (n = 360,000);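 active = inhibition above a per-plate cutoff of the control wells' mean inhibition plus 3 SD, cut at about 5.5% in these data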;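 also: 0% = DMSO wells median and 100% = median of wells with control inhibitor compound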
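System: purified T. brucei MetRS enzyme / Detection: Kinase-Glo luciferase luminescence reporting remaining unconsumed ATP / Medium: HEPES buffer with MgCl2, KCl, DTT, spermine, BSA, pyrophosphatase / Replication: singlicate, one well per compound / Evaluation: percent inhibition relative to median high and low control wells / Schedule: 2 h aminoacylation at 25 °C after 15 min preincubation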
CSN inh: inhibitors of CSN-mediated cullin deneddylation, primary screen, biochemical, fluorescence polarization, uHTS; Purified CSN, SCF-Nedd8-OG deneddylation; AID 651999, 2013; actives 0.38% (n = 360,000); inhibition, % at 12.5 µM; COP9 signalosome complex subunit 5 (Homo sapiens), Q92905;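 active = pattern-corrected inhibition above about 35%, with an unprinted fluorescence ratio check between 0.5 and 1.5, limit read from the data, passing the limit was not always enough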;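 also: 0% = enzyme with substrate and 100% = substrate without enzyme; some results filed as inactive read as strong as hits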
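Assay system: purified human Csn5 enzyme expressed in HEK293T cells; Input: 0.24 nM Csn5 enzyme, final concentration; Reagent: 10 nM SCFSkp2-Nedd8OG; Compound dosing: 12.5 µM single point; Times: reaction 90 min, room temperature; Technique: fluorescence polarization readout.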
STEP block: STEP phosphatase inhibitors, primary screen, biochemical, fluorescence intensity, uHTS; actives 0.25% (n = 360,000); AID 588621, 2011; recombinant STEP, OMFP fluorogenic substrate; Tyrosine-protein phosphatase non-receptor type 5 (Homo sapiens), P54829; inhibition, % at 20 µM;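 active = inhibition at 20 µM, scaled per plate between control wells, above about 37%, limit read from the data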;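 also: 0% = DMSO with enzyme and substrate and 100% = substrate only without enzyme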
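Test system: STEP tyrosine phosphatase / Reagent: OMFP at 25 µM / Doses: 20 µM, 1% DMSO / Read-out: percent inhibition scaled to no-enzyme and uninhibited-enzyme controls, plate-pattern corrected / Detection: FITC-channel fluorescence of OMFP product / Medium: Bis-Tris buffer pH 6.0, 2.5 mM DTT, 0.005% Tween 20 / Schedule: 20 min at room temperature, dark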
LMPTP block: LMPTP phosphatase inhibitors, primary screen, biochemical, fluorescence intensity, uHTS. inhibition, % at 20 µM. AID 651560, 2012. Low molecular weight phosphotyrosine protein phosphatase (Homo sapiens), P24666. actives 0.22% (n = 360,000). recombinant LMPTP-A, OMFP fluorogenic substrate;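 active = compounds that cut the enzyme signal by at least half of the control window in the single-dose screen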;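 also: plate controls were DMSO wells with enzyme plus substrate for no effect and substrate without enzyme for full effect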
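Test system – LMPTP-A phosphatase enzyme · Quantity – 0.625 nM LMPTP-A final · Reagent – OMFP substrate, 400 µM final · Dosing – one test concentration per compound, 20 µM, with 3% DMSO overall · Timing – 50 min enzyme reaction at room temperature, protected from light · Detection – fluorescence intensity · Controls – substrate-only low control, DMSO enzyme-plus-substrate high control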
MsrA inh: bovine MsrA enzyme inhibitors, primary screen, biochemical, absorbance, HTS | Methionine sulfoxide reductase A (Bos taurus) | purified bovine MsrA, absorbance read-out | inhibition, % at 15.5 µM | actives 0.75% (n = 360,000) | AID 651718, 2012; in the data active = inhibition above about 4.5%;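 also: 0% = vehicle wells with enzyme and 100% = reference inhibitor wells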
Rpn11 inh: Rpn11 (PSMD14) deubiquitinase inhibitors, primary screen, biochemical, fluorescence polarization, uHTS; actives 0.59% (n = 360,000); 26S proteasome non-ATPase regulatory subunit 14 (Homo sapiens), O00487; AID 588493, 2011; human 26S proteasome, Ub4-pepOG fluorescence polarization; 20S core pre-blocked with epoxomicin; calls only at 20 µM;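 active = inhibition at 20 µM, scaled to each plate's controls, above about 33%, limit read from the data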
SUMO1 PPI mod: modulators of SUMO1 protein-protein interactions, primary screen, biochemical, uHTS | actives 0.33% (n = 360,000) | Small ubiquitin-related modifier 1 (Homo sapiens), P63165 | AID 602429, 2012 | inhibition, % at 20 µM | SUMO1 binding to a labelled peptide, TR-FRET, 1 h; in the data active = inhibition above about 37%
Starred values were filed as active, the others as inactive; i = inactive; . = no result given. Not a hit list; overall some 3.9% were active at least once.

SMILES	NadD block	DNMT1 inh	Scp-1 inhibitor	Tb MetRS inh	CSN inh	STEP block	LMPTP block	MsrA inh	Rpn11 inh	SUMO1 PPI mod
O=C(CCN1C(=O)C2CCCCC2C1=O)Nc1nc2ccc(F)cc2s1 (centres undefined)	-8.1	3.3	-1.7	-0.4	-5.6	-1.5	-0.5	-0.9	i	5.1
Cc1ccc(CNC(=O)CCCn2nc(C)n3ccnc3c2=O)cc1	-1.3	3.0	-11.2	-0.1	0.1	-4.6	-1.4	0.8	i	5.4
O=C(NC(=S)NC(c1ccccc1)c1ccncc1)c1ccccc1 (centres undefined)	-3.1	-5.5	2.5	0.0	-5.7	-0.7	1.3	1.1	i	4.2
O=C(Nc1ccccc1Oc1ccccc1)c1cnccn1	-4.4	-9.3	-0.3	-0.7	2.5	2.3	0.1	0.9	i	0.8
Cc1ccc(NC(=S)NC(=O)c2cccs2)cc1F	-2.8	-5.2	33.1	-0.2	-3.5	0.7	0.8	-0.7	i	-3.3
O=C(NCc1ccccn1)c1[nH]c(C(F)(F)F)nc1-c1ccccc1	-2.3	-3.9	.	-0.6	-3.0	-6.0	-0.3	0.6	i	2.9
CCc1nc2ccc(C(=O)Nc3cc(-c4ccccc4)ccc3OC)cn2c1N(C)C(=O)c1cccc(OC)c1	13.2	-21.2	.	-0.1	-2.8	3.6	7.7	2.4	i	0.7
Cc1ccc(S(=O)(=O)N(CCC(=O)NCc2ccccc2F)c2ccccc2)cc1	-9.9	0.1	46.8	-0.4	0.2	1.1	0.0	-0.5	i	1.0
COc1ccc([N+](=O)[O-])cc1Nc1ncnc2ccccc12	-1.5	-2.5	-6.6	0.2	1.9	0.6	3.5	-0.1	i	-0.9
CC1(Oc2cccc(Cl)c2)CCN(Cc2ccc(OC(F)(F)F)cc2)C1 (centres undefined)	0.6	2.6	.	-0.4	-5.2	4.2	0.6	-1.1	i	-1.2
O=c1nc(N2CCOCC2)nc2n1CCO2	1.8	-1.6	-1.2	-0.8	1.8	4.3	-1.3	0.1	i	-0.9
COc1ccccc1N(CC(=O)NCc1ccccc1C)S(=O)(=O)c1ccc(C)cc1	-10.5	2.3	-12.6	-0.9	1.9	3.0	0.6	0.6	i	5.4
CC(C)(C)NS(=O)(=O)c1ccc2c(c1)oc(=O)c1cc(S(=O)(=O)NC(C)(C)C)ccc12	-2.0	2.1	-1.7	-0.1	2.3	-0.6	2.1	1.3	i	-1.0
O=C(COC(=O)/C=C/c1cccc(F)c1)NC1CCCC1	0.6	0.3	-3.9	-0.1	-2.9	1.5	0.5	0.0	i	-8.5
CC(=O)NC(NC(=S)Nc1cccc(Br)c1)C(Cl)(Cl)Cl (centres undefined)	-1.7	-0.7	-12.3	1.0	-0.3	8.8	-0.9	-0.7	i	12.5
CC(=O)c1cccc(NC(=O)N2CCOCC2)c1	5.6	0.7	-2.2	-0.6	-7.5	-0.1	-0.5	-0.6	i	-4.1
CCCCn1c(N)c(N(CCOC)C(=O)CSc2ccc([N+](=O)[O-])cc2)c(=O)[nH]c1=O	4.1	-3.4	-4.8	-0.3	-0.5	1.2	0.1	4.0	i	-17.2
NC(=O)C1=C[C@@H](c2ccccc2)C[C@@H](OCc2ccc(CO)cc2)O1	-0.7	-7.7	-0.2	-0.3	1.3	0.5	-0.6	-0.6	i	-6.9
O=C(COC(=O)[C@@H]1CCCN1C(=O)c1cccs1)Nc1cccc([N+](=O)[O-])c1	-4.8	0.3	-16.0	-0.1	1.8	1.7	1.6	1.8	i	-24.9
O=C(NC1CC(=O)c2sccc21)c1cccc(C(F)(F)F)c1 (centres undefined)	1.9	6.2	-1.0	-0.7	1.0	-2.1	0.0	1.3	i	3.3
O=C(N/N=C/c1cccs1)/C(=C/c1ccccc1)NC(=O)c1ccccc1	2.6	-1.0	-10.3	0.8	-0.7	-1.2	-2.1	1.5	i	-12.1
CC(=O)c1ccc(N(C(=O)Cn2nnc3ccccc32)C(C(=O)NC2CCCCC2)c2cn(C)nc2C)cc1 (centres undefined)	-0.2	2.0	8.6	-2.3	-6.3	0.0	-2.1	0.5	i	-4.5
CCCOc1ccc(CNC(=S)Nc2ccccc2)cc1Cl	-7.6	1.2	-7.5	-0.6	-8.9	-2.1	2.3	-0.5	i	-3.4
O=C1CCC(C(=O)NCc2ccccc2)N1 (centres undefined)	-1.6	0.9	-2.4	-0.2	-0.1	-0.5	-1.7	0.6	i	0.0
Cc1ccccc1C(=O)NCC(=O)OCCCOC(=O)CNC(=O)c1ccccc1C	-4.6	0.6	5.3	-0.7	5.2	0.7	-0.5	0.8	i	-2.6

Entries listed so far that contain an aryl methoxy group (three):
SMILES	NadD block	DNMT1 inh	Scp-1 inhibitor	Tb MetRS inh	CSN inh	STEP block	LMPTP block	MsrA inh	Rpn11 inh	SUMO1 PPI mod
CCc1nc2ccc(C(=O)Nc3cc(-c4ccccc4)ccc3OC)cn2c1N(C)C(=O)c1cccc(OC)c1	13.2	-21.2	.	-0.1	-2.8	3.6	7.7	2.4	i	0.7
COc1ccc([N+](=O)[O-])cc1Nc1ncnc2ccccc12	-1.5	-2.5	-6.6	0.2	1.9	0.6	3.5	-0.1	i	-0.9
COc1ccccc1N(CC(=O)NCc1ccccc1C)S(=O)(=O)c1ccc(C)cc1	-10.5	2.3	-12.6	-0.9	1.9	3.0	0.6	0.6	i	5.4

Additional results
SMILES	NadD block	DNMT1 inh	Scp-1 inhibitor	Tb MetRS inh	CSN inh	STEP block	LMPTP block	MsrA inh	Rpn11 inh	SUMO1 PPI mod
O=C(Nc1cccc(Cl)c1)c1csc([C@@H]2C[C@H](O)[C@@H](CO)O2)n1	-5.9	1.9	.	-0.4	-0.9	-1.5	0.5	1.0	i	1.2
O=S(=O)(c1ccc(F)cc1)N1CCn2c(nc3ccccc32)C1	-4.6	7.7	-4.8	0.0	-3.6	-3.3	-1.4	0.6	i	-0.4
O=C(O)c1ccccc1N/N=C/c1cc(Br)cc(Br)c1O	4.6	-0.5	5.8	-0.3	11.1	0.0	0.3	3.0	i	27.1
CC(C)(C)C(=O)Nc1nnc(-c2ccccc2)c(-c2ccccc2)n1	-1.9	-3.7	-8.9	-0.6	2.5	-0.2	-0.9	1.2	i	-12.5
O=C(NC1CCCCC1)c1c(O)nc2sccn2c1=O	1.3	2.7	-1.1	-0.4	-2.9	1.3	0.0	0.6	i	-0.6
CCc1nc(SCc2ccccc2C#N)n[nH]1	-5.3	-1.4	-11.7	-1.8	-3.7	2.6	-1.6	0.1	i	4.7
CCOC(=O)COc1ccc(S(=O)(=O)NCC2CCCO2)cc1 (centres undefined)	-6.9	-1.4	-4.5	0.0	-0.1	0.5	-0.1	0.7	i	-4.0
O=C(COC(=O)CCc1c[nH]c(=O)[nH]1)Nc1ccccc1Cl	-1.8	-1.4	-4.6	-1.7	-10.7	-3.2	-1.2	-0.6	i	-3.3
CC(=O)c1cc2c(cc1NC(=O)c1cc(C)nn1-c1ccccc1)OCO2	-7.7	14.2	-4.5	-0.6	0.8	1.2	-0.1	0.3	i	-5.1
CC(=O)NC1N=C(C)N(c2ccccc2)C1=O (centres undefined)	1.4	-9.0	27.1	-1.9	-1.1	-1.7	-0.3	-0.4	i	-2.8
COc1ccc(C(=O)c2c(C)oc3cc([N+](=O)[O-])c(O)c([N+](=O)[O-])c23)cc1	3.8	0.9	-10.9	0.8	1.6	3.8	2.6	2.0	i	9.3
Cc1cc(C)c(S(N)(=O)=O)c(C)c1N(C)S(=O)(=O)c1ccc(Cl)cc1	-7.1	-1.7	4.0	-0.5	1.6	0.4	1.8	0.4	i	-1.5
COc1cccc(=O)c2c(C)n(CC(=O)c3ccccc3)c(C)c12	44.7*	63.3*	17.8	-0.8	7.5	3.9	18.2	1.3	i	4.8
COc1cccc(NC(=O)CN(C)C(=O)CCNC(=O)c2ccccc2Cl)c1	-0.4	6.0	-2.4	0.1	-4.1	0.5	-0.9	-1.3	i	4.4
O=S(=O)(Nc1ncccn1)c1ccc(NC(=S)NCCc2ccccc2)cc1	2.1	-0.7	-8.9	-1.0	1.2	2.8	-0.3	-0.4	i	1.5
COc1ccc(-c2cc(=O)[nH][nH]2)cc1	1.3	-10.6	-12.4	0.5	-0.6	4.1	2.0	-0.5	i	3.0
CCOC(=O)C(NCCc1ccccc1)(NC(=O)CC)C(F)(F)F (centres undefined)	-2.0	-2.3	-3.1	-0.7	-7.2	0.2	-0.4	0.4	i	-4.5
CCCCn1c(C)nc2c(=O)n(C)c(=O)[nH]c21	-2.4	1.0	-7.3	0.7	-4.0	-3.3	-2.7	-0.7	i	2.0
Cc1c(NS(=O)(=O)c2ccc(NCCN3CCOCC3)c([N+](=O)[O-])c2)c(=O)n(-c2ccccc2)n1C	-0.9	-0.2	-0.7	-0.4	-3.4	-1.8	-0.4	-0.2	i	-14.4
CCCNC(=O)C1(C)CCCN(C(=O)c2ccc(C)c(F)c2)C1 (centres undefined)	-0.1	2.5	.	-0.4	-1.8	-2.9	-1.0	-0.9	i	2.2

2 successive records out of the list so far, for reference:
SMILES	NadD block	DNMT1 inh	Scp-1 inhibitor	Tb MetRS inh	CSN inh	STEP block	LMPTP block	MsrA inh	Rpn11 inh	SUMO1 PPI mod
O=C(CCN1C(=O)C2CCCCC2C1=O)Nc1nc2ccc(F)cc2s1 (centres undefined)	-8.1	3.3	-1.7	-0.4	-5.6	-1.5	-0.5	-0.9	i	5.1
Cc1ccc(CNC(=O)CCCn2nc(C)n3ccnc3c2=O)cc1	-1.3	3.0	-11.2	-0.1	0.1	-4.6	-1.4	0.8	i	5.4

Assay outcomes (PubChem BioAssay)
